Screens (PubChem)
IDH1 R132H inh = qHTS for Inhibitors of mutant isocitrate dehydrogenase 1 (IDH1): qHTS; AID 602179, 2012; actives 0.093% (n = 390,000); Potency, µM (titrated, usually from 76.6 µM), inactives show at the highest dose activity change, negative = inhibition, actives largely listed as inhibitors; IDH1-R132H enzyme, NADPH consumption, diaphorase/resazurin fluorescence; also: potency is read from the fitted curve at half-maximal effect; % is scaled to controls: 0 for no effect and ±100 for the full control effect; nearly all actives have a fitted effect of over 65% in size
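IDH1-R132H (0.5 ug/mL dispensed) in pH 7.5 Tris buffer was preincubated 30 min with compound, then given a substrate mix of 0.016 mM NADPH and 2 mM alpha-KG for 80 min at room temperature; remaining NADPH was read by diaphorase/resazurin fluorescence.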
Pin1 inhibitor = qHTS Assay to Find Inhibitors of Pin1; Peptidyl-prolyl cis-trans isomerase NIMA-interacting 1 (Homo sapiens), Q13526; Pin1 FP peptide displacement, HiFluor488, 10 min; Potency, µM (highest dose often 115 µM), inactives show at the top dose activity, negative = inhibition, actives largely listed as inhibitors; actives 0.009% (n = 390,000); AID 504891, 2011; active = well fitted inhibition curve with a large enough effect in the polarisation, with a control signal flat, not every such curve was filed as active; inconclusive = small, poorly fitted or top-dose-only effect, or effect the other way, or a change in a side signal; inactive = no such curve, though single readings can be large or run the other way; the % refers to the polarisation; also: potency is read from the fitted curve at half-maximal effect; % is scaled to controls: 0 for no effect and ±100 for the full control effect
Target sequence (Q13526 whole entry, looked up): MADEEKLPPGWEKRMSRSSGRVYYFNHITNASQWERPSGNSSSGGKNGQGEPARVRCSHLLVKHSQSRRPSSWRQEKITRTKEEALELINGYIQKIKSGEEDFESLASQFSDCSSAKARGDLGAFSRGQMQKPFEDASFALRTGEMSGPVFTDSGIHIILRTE
D2 antag = HTS Assay for Allosteric Antagonists of the Human D2 Dopamine Receptor: Primary Screen for Antagonists. D(2) dopamine receptor (Homo sapiens), P14416. HEK293 TREx D2 cells, calcium flux, dopamine EC80. inhibition, % at 10 µM. actives 2% (n = 340,000). AID 485344, 2010; in the data active = inhibition above about 30%; also: 0% is about no effect
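Tetracycline-induced HEK293 T-REx cells expressing D2 force-coupled to calcium signalling were dye-loaded, exposed to compound for 180 s, then challenged with an EC80 of dopamine; calcium flux was followed kinetically for a further 180 s.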
TRHR agonist = qHTS for Small Molecule Agonists and Allosteric Enhancers of Human TRH Receptor: Primary Screen for Agonists | actives 0.18% (n = 360,000) | activation, % at 2 µM | Thyrotropin-releasing hormone receptor (Homo sapiens), P34981 | TRHR cells, calcium flux fluo-8, FDSS agonist mode; in the data active = activation above about 30%; also: 0% is about no effect
Target sequence (P34981 whole entry, looked up): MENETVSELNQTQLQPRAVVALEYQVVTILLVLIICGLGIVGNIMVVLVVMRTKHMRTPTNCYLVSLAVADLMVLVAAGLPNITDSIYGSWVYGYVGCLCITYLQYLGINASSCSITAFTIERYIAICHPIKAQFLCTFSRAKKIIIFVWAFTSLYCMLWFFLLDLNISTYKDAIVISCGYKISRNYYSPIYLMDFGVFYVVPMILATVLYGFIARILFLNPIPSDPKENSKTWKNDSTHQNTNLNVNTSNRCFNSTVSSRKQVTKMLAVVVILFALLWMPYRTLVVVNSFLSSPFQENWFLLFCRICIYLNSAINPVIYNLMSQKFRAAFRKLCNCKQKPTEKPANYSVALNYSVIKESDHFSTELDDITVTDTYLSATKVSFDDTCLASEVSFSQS
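Fluo-8-loaded TRHR cells; 10 s baseline, compound added, kinetic Ca2+ fluorescence read 1/s, agonist mode.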
TRHR enhancer = qHTS for Small Molecule Agonists and Allosteric Enhancers of Human TRH Receptor: Primary Screen for Enhancers | Thyrotropin-releasing hormone receptor (Homo sapiens), P34981 | TRHR cells, fluo-8 calcium fluorescence, EC20 TRH enhancement | enhancement, % at 2 µM | actives 0.66% (n = 360,000) | AID 493056, 2011; in the data active = enhancement above about 30%; also: 0% is about no effect
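TRHR-expressing cells loaded with fluo-8 calcium dye were read kinetically (ex 480/em 530) during compound addition, then stimulated with an EC20 of TRH (10 nM final). Enhancement of the Gq-mediated intracellular calcium response was scored.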
TrxR1 substrate = qHTS Assay for Substrates of Mammalian Selenoprotein Thioredoxin Reductase 1 (TrxR1): qHTS | Thioredoxin reductase 1, cytoplasmic (Rattus norvegicus), O89049 | purified TrxR1 substrate turnover, NADPH consumption readout | Potency, µM (doses to about 114 µM), inactives show at the top dose activity change, negative = substrate turnover | actives 0.01% (n = 390,000); also: potency is read from the fitted curve at half-maximal effect; % is scaled to controls: 0 for no effect and ±100 for the full control effect; nearly all actives have a fitted effect of over 50% in size
Target sequence (O89049 whole entry, looked up): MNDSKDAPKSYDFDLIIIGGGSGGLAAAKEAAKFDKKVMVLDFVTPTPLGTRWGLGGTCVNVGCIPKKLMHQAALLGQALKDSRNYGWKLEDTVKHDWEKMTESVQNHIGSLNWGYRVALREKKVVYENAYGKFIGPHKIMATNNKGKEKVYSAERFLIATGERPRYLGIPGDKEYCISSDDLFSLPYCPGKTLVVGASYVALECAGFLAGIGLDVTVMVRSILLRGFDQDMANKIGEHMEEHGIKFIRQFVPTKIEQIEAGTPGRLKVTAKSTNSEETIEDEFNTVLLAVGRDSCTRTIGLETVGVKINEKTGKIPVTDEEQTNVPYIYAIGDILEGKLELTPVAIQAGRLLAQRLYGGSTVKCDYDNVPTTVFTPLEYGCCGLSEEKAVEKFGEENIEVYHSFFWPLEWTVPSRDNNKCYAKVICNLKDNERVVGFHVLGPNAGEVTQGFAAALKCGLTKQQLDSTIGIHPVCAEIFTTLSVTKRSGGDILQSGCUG
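Rat TrxR1, dispensed at 90 nM, was prereduced with 400 uM NADPH (final) for 5 min at ~22 deg C, then incubated with compound 15 min before 400 uM selenite. A first-read NADPH fluorescence drop versus no-compound background flagged substrates.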
D2 agonist = HTS Assay for Allosteric Agonists of the Human D2 Dopamine Receptor: Primary Screen for Agonists. D(2) dopamine receptor (Homo sapiens), P14416. HEK293 T-REx D2 cells, calcium flux agonist mode. activation, % at 2 µM. actives 0.53% (n = 340,000). AID 485358, 2010;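 active = activation over 3 SD above normal in the single-dose calcium agonist read, cut at about 30% in these data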; also: 0% is about no effect
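Tetracycline-induced HEK293 T-REx cells with force-coupled D2 receptor, plated overnight at 30 C, loaded with no-wash calcium dye. After a 10 s baseline, compound was pin-added and calcium flux read kinetically for 180 s; calcium rises flagged agonists.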
TrxR1 inh = qHTS Assay for Inhibitors of Mammalian Selenoprotein Thioredoxin Reductase 1 (TrxR1): qHTS. AID 588453, 2011. Potency, µM (titrated, usually from 114 µM), without a hit: at the highest dose activity change, negative = inhibition, actives largely listed as inhibitors. actives 1% (n = 390,000). recombinant rTrxR1, NADPH fluorescence consumption, selenite substrate; also: potency is read from the fitted curve at half-maximal effect; % is scaled to controls: 0 for no effect and ±100 for the full control effect; nearly all actives have a fitted effect of over 65% in size
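Rat TrxR1 (90 nM in the dispensed reagent) was pre-reduced with 400 uM NADPH for 5 min at room temperature, then incubated with compound for 15 min. After 400 uM selenite was added, NADPH fluorescence (Ex 340/Em 450 nm) was followed for 8 min.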
USP1-UAF1 inh = Inhibitors of USP1/UAF1: Primary Screen; Ubiquitin carboxyl-terminal hydrolase 1 (Homo sapiens), O94782; recombinant USP1/UAF1, Ub-Rhodamine cleavage fluorescence; Potency, µM (highest dose often 57.1 µM), without a hit: top-dose activity change, negative = inhibition, hits mostly inhibitors; actives 0.23% (n = 390,000); AID 743255, 2014; also: potency is read from the fitted curve at half-maximal effect; % is scaled to controls: 0 for no effect and ±100 for the full control effect; nearly all actives have a fitted effect of over 60% in size; inactives centre near -12
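1 nM enzyme complex + cpd, 15 min RT; start with Ub-Rho 150nM final; kinetic fluorescence ex 480/em 540, 6 reads q60 s. Buffer 50mM HEPES pH 7.8, 0.5mM EDTA, 0.1 mg/ml BSA, 1mM TCEP, 0.01% Tween-20.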
Numbers without * were called inactive; ? = inconclusive; · = no result given; [ ] = remark or other dose. Unless noted, calls follow the shape of the dose curve; as a rule, active = well fitted inhibition curve with a large enough effect; inconclusive = small, poorly fitted or top-dose-only effect; inactive = no such curve, though single readings can be large or run the other way. A portion of the library; count on the stated rates, not on these rows.

SMILES	IDH1 R132H inh	Pin1 inhibitor	D2 antag	TRHR agonist	TRHR enhancer	TrxR1 substrate	D2 agonist	TrxR1 inh	USP1-UAF1 inh
CC(Oc1ccccc1)C(=O)Nc1nc(-c2ccccn2)cs1 (stereo unspecified)	-7.4%	0.7%	4.0	-0.5	-9.2	0.3%[57.1 µM]	1.2	5.9%[57.1 µM]	-9.9%
Cc1oc2ccccc2c1CNC(=O)N(C)C	12.4%	-1.2%	-2.6	-1.4	9.4	6.7%[57.1 µM]	-2.0	-2.1%[57.1 µM]	-2.1%
O=C(OCc1nnc(-c2ccccc2)o1)C1CC(=O)N(Cc2ccco2)C1 (stereo unspecified)	1.5%	-1.0%	7.6	0.0	2.7	2.1%	1.0	?	-4.7%
Cc1ccc(CCP(=O)(O)CN2CCOCC2)cn1	5.6%	1.5%	-5.2	0.9	7.7	7.9%[57.1 µM]	0.4	3.9%	-7.7%
CSc1cccc(NC(=O)C(C)C)c1	-1.3%	-4.0%	6.6	0.0	-2.5	1.1%	0.3	7.5%	-18.4%
CC1(C)C=C(c2ccc(C=O)s2)CC(C)(C)N1	0.0%	-10.3%	33.6*	0.3	4.9	-13.8%	0.3	-14.0%	-16.9%
COC(=O)c1cccc(NC(=O)CCc2ccccc2)c1	1.8%	3.6%	-14.5	0.0	-0.5	-12.5%	0.3	-11.6%	0.5%
O=C(CCn1c(=O)oc2ccc(Cl)cc21)NCCCN1CCOCC1	3.7%	-5.1%	15.6	0.3	6.0	-1.6%	-0.1	-0.6%	-24.9%
CCC(=O)Nc1cccc(C(=O)Nc2nccs2)c1	-3.0%	-0.9%	-18.0	-0.2	1.0	-4.7%	-1.6	14.0%[57.1 µM]	-0.7%
O=C(O)/C=C/c1ccc2c(-c3ccccc3)onc2c1	-3.2%	2.6%	5.7	1.3	3.4	-13.1%	2.7	-25.1%	-26.8%
Cc1cc(C)cc(N(CC(=O)N2CC=C(c3ccccc3)CC2)S(=O)(=O)c2c(C)noc2C)c1	6.9%	0.9%	-21.2	-0.5	-0.1	0.9%	0.0	11.2%	-23.9%
COc1cc(OC)c2c(-c3cccc(-c4ccc(NC(C)=O)cc4)c3)cc(=O)oc2c1	-10.7%	5.3%	·	·	·	5.8%	·	5.0%	-16.7%
COc1ccccc1N1CCN(C(=O)c2ccc3c(c2)N(Cc2ccccc2)C(=O)c2ccccc2S3(=O)=O)CC1	·	11.3%	·	-0.1	-2.0	4.9%	4.9	24.6%	?
CCN(CC)S(=O)(=O)c1ccc(NC(=O)C(C)N(c2ccc(OC)cc2)S(C)(=O)=O)cc1 (stereo unspecified)	0.4%	1.5%	-13.2	0.2	-5.5	-4.5%	0.3	7.1%	-3.1%
CCCS(=O)(=O)N1CCN(S(=O)(=O)c2ccccc2[N+](=O)[O-])CC1	-11.0%	-1.0%	-2.0	0.2	2.0	-1.0%	1.6	12.2%	-7.9%
COc1ccc(OC(=O)C2CC(=O)N(c3ccc(C)cc3)C2)cc1 (stereo unspecified)	11.0%	-0.6%	9.2	-1.5	0.1	-3.6%[57.1 µM]	0.0	19.4%[57.1 µM]	-8.8%
CCCC/C(C)=N/NC(=O)C(=O)NCCc1ccccc1	5.8%	-3.2%	-0.7	-0.3	-12.3	-6.6%	0.9	9.4%[57.1 µM]	-7.1%
C1=CN2CCC1C(c1ccccc1)C2 (stereo unspecified)	4.8%	0.1%	7.5	0.2	7.4	-5.6%[57.1 µM]	3.7	-3.4%[57.1 µM]	-8.5%
COc1ccccc1NC(=O)CSc1nnc(Cc2cccn2C)n1-c1ccc(F)cc1	10.0%	-1.5%	-10.9	-0.9	6.0	4.8%[57.1 µM]	-1.8	9.3%[57.1 µM]	-13.8%
CC(=O)Nc1cccc(NC(=O)CSc2ncc(-c3ccccc3)[nH]2)c1	-2.9%	3.4%	18.7	-0.8	-0.8	0.9%	0.5	17.7%	-16.8%
Cc1ccc(S(=O)(=O)N2CCC(C(=O)N[C@@H](C)C(=O)NC3CCCCC3)CC2)cc1	7.1%	4.8%	8.7	-0.6	17.9	2.3%	0.0	6.5%	-6.8%
CC1CCN(Cc2c(C(=O)N/N=C/c3ccc(C(F)(F)F)cc3)nnn2-c2nonc2N)CC1	-7.3%	-11.3%	-3.7	0.5	2.1	0.4%	-0.4	27.4%	-0.2%
O=C(Nc1ccc2c(c1)CCC2)c1cnn2c1NC(c1ccco1)CC2C(F)(F)F (stereo unspecified)	-3.6%	27.5%	-15.5	0.9	-5.9	7.5%[57.1 µM]	0.6	16.4%[57.1 µM]	-4.0%
CCOC(=O)C1CCCN(C(=O)c2ccc(CS(=O)(=O)c3ccc(Br)cc3)o2)C1 (stereo unspecified)	8.2%	-4.4%	6.6	-0.7	-0.3	5.6%	-0.9	-6.2%	-22.4%
Cc1ccc(CNC(=O)Cn2nnc(C(=O)Nc3cc(C)ccc3C)c2N)cc1	-7.2%	5.6%	1.1	0.7	7.9	0.2%	0.6	25.2%	-9.0%
SMILES	IDH1 R132H inh	Pin1 inhibitor	D2 antag	TRHR agonist	TRHR enhancer	TrxR1 substrate	D2 agonist	TrxR1 inh	USP1-UAF1 inh
CC(=O)N(C)c1ccc(C(O)(C(F)(F)F)C(F)(F)F)cc1	-1.2%	-0.6%	-6.1	0.5	7.6	-1.6%	1.3	13.8%	-7.1%
CC1(C)Cc2c(c(N3CCCC3)[nH]c(=S)c2C#N)CO1	·	·	22.9	3.2	-6.9	·	0.4	·	·
O=C(CCNC(=O)c1ccc(Br)cc1)Nc1ccc(S(=O)(=O)Nc2ncccn2)cc1	4.2%	2.0%	-1.8	0.9	10.7	-4.8%	0.1	-11.2%	-7.7%
CCOC(=O)c1cccc(NC(=O)NCc2ccc3c(c2)CCN3C(=O)CC)c1	-20.8%	13.0%	·	-1.1	-2.8	2.9%[57.1 µM]	-0.9	24.9%[57.1 µM]	-22.8%
Cc1ccc(CN2C(=O)/C(=C\c3ccc(C(=O)NCc4cccnc4)cc3)Oc3ccccc32)cc1	·	·	-8.4	0.0	-6.2	·	0.8	·	·
COc1ccc(-c2nn(-c3ccccc3)cc2/C=N/NC(=O)c2cccc(S(=O)(=O)Nc3ccccc3Cl)c2)cc1	-0.5%	6.0%	45.2*	0.0	-25.4	31.6%[activator]	1.3	1.2%	-24.0%
Cc1ccc(OCC(=O)NCc2cccs2)cc1	3.6%	?	-16.1	-0.7	1.3	-7.6%	0.9	-14.7%	-19.7%
CCC1Oc2ccccc2N(CC(=O)NC2CCCC2)C1=O (stereo unspecified)	-4.7%	-2.1%	-17.3	-0.8	2.9	-4.8%	-2.7	-2.6%	-15.9%
O=C(CNC(=O)c1ccncc1)N/N=C/c1ccccn1	-3.1%	-0.3%	-13.7	0.4	-3.2	1.2%	0.8	2.7%	-3.0%
CCOC(=O)c1ccc(NC(=O)CC2C(=O)N(c3ccc(C)cc3)C(=O)N2C2CCCC2)cc1 (stereo unspecified)	16.7%	?	·	1.1	-3.5	-5.3%	1.9	8.2%	-7.3%
CCCCN(C(=O)COC(=O)c1ccc(C)s1)c1c(N)n(CCC)c(=O)[nH]c1=O	5.0%	12.7%	·	·	·	-2.8%[11.4 µM]	·	-6.5%[11.4 µM]	-14.7%
Cc1ccc(-n2nc(-c3cccnc3)cc2C(=O)N2CCOCC2)c(C)c1	2.3%	-6.7%	-10.4	-0.2	0.6	-0.7%	-1.3	-9.2%	-18.4%
O=C(N/C(=C/c1ccc2c(c1)OCO2)C(=O)N1CCOCC1)c1cccs1	5.6%	-0.4%	6.5	0.5	-5.7	-9.4%	0.4	-8.7%	-10.3%
O=C(NC1CCCC1)C1C2C=CC3(CN(Cc4cccs4)C(=O)C13)O2 (stereo unspecified)	2.1%	-2.6%	-7.8	-0.5	0.5	3.7%	0.7	-0.8%	-30.8%
O=C(c1cccc(C(F)(F)F)c1)N1CCC(O)(CS(=O)(=O)Cc2ccccc2)CC1	-6.5%	3.6%	-13.3	-0.7	4.6	-0.1%	0.6	7.0%	-12.8%
CCc1nnc(NC(=O)c2nc3nccc(C)n3n2)s1	3.6%	-6.4%	-21.6	-0.5	0.3	3.7%	0.1	9.7%	-5.6%
COc1ccc(OC)c(S(=O)(=O)N2CCC(C(=O)NCCc3ccc(OC)c(OC)c3)CC2)c1	-5.1%	3.8%	1.7	-0.8	11.6	-24.5%	0.3	0.5%[57.1 µM]	3.0%

One compound at a time, as listed above:
Shown for CC1(C)Cc2c(c(N3CCCC3)[nH]c(=S)c2C#N)CO1 → IDH1 R132H inh: ·; Pin1 inhibitor: ·; D2 antag: 22.9; TRHR agonist: 3.2; TRHR enhancer: -6.9; TrxR1 substrate: ·; D2 agonist: 0.4; TrxR1 inh: ·; USP1-UAF1 inh: ·
Shown for CC(Oc1ccccc1)C(=O)Nc1nc(-c2ccccn2)cs1 (stereo unspecified) → IDH1 R132H inh: -7.4%; Pin1 inhibitor: 0.7%; D2 antag: 4.0; TRHR agonist: -0.5; TRHR enhancer: -9.2; TrxR1 substrate: 0.3%[57.1 µM]; D2 agonist: 1.2; TrxR1 inh: 5.9%[57.1 µM]; USP1-UAF1 inh: -9.9%
